# High-throughput results from PubChem.
# Abeta yeast res = restores growth of yeast expressing A-beta42 peptide. Potency, µM (top dose mostly 46.1 µM), without a hit: at the highest dose growth rescue, usual class: activators. actives 0.063% (n = 410,000). yeast expressing A-beta42, growth rescue, OD600, 48 h; response scale: 0% DMSO, 100% iron-clioquinol control. AID 1347071; also: potency is read from the fitted curve at half-maximal effect; nearly all actives have a fitted effect of over 55% in size
#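 Growth rescue measured by 600 nm absorbance after 48 h yeast culture at 30 C with compound. Values normalized between DMSO and an equimolar ferric chloride plus clioquinol control.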
# PI5P4K alpha inh = blocks human PI5P4K alpha kinase activity; PI5P4Kalpha enzyme, ADP-Glo luminescence, 60 min; stronger effect = lower value; P48426; max response, %; AID 652105; actives 1.2% (n = 330,000); active = max response of -50% or lower; inconclusive = between -30% and -50%; inactive = -30% or higher; also: value at the top dose of about 77 µM; % is scaled to controls: 0 for no effect and ±100 for the full control effect
# Target sequence (P48426 whole entry, looked up): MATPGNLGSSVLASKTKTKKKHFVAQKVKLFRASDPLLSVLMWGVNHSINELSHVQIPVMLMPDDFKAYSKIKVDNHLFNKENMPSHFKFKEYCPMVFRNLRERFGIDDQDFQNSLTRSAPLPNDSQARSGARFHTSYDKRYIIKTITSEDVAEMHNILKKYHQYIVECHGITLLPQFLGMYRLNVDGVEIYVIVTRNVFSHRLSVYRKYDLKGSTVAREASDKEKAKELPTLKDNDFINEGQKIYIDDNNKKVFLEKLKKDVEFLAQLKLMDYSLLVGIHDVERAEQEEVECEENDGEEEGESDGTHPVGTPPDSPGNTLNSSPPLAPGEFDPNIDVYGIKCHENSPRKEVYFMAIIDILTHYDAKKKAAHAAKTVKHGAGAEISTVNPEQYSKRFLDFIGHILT
#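 Controls without substrate or without enzyme flank wells where PI5P4Kalpha converts substrate using 5 microM ATP (final). Incubation lasts 60 minutes at room temperature; ADP formed is read by ADP-Glo luminescence.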
# EPAC1 antag = blocks human EPAC1 exchange factor; Potency, µM (series often up to 115 µM), for inactives: at the highest dose activity change, negative = inhibition, usual class: inhibitors; EPAC1 GEF assay, Rap1b-BODIPY-GDP exchange fluorescence; AID 720709; O95398; actives 0.14% (n = 360,000);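 also: potency is read from the fitted curve at half-maximal effect; plate controls were vehicle for no effect and positive control for full effect; nearly all actives have a fitted effect of over 50% in size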
# IL2 activator = activators of IL-2; IL-2 activation reporter assay, cell-based qHTS; stimulated with anti-CD3/CD4/CD28 beads; in transgenic mouse T cells; activation, % (series mostly up to about 46 µM); actives 0.065% (n = 360,000); AID 652025; in the data active = activation above about 50%; inconclusive = mostly about 30% to 49%; also: 0% is about no effect
#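 Unstimulated transgenic mouse T cells, 750 per well, received compound and, after 60 minutes, anti-CD3/anti-CD4 bead plus anti-CD28 stimulation. EGFP and DsRed were quantified after 18 hours.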
# FUS yeast rescue = FUS proteinopathy suppression in yeast. actives 0.24% (n = 390,000). S. cerevisiae FUS-expressing, growth rescue, OD600, 24 h. Potency, µM (highest dose often 76.6 µM), for inactives: at the top dose growth rescue (activation), hits mostly activators;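 also: potency is read from the fitted curve at half-maximal effect; plate controls were DMSO vehicle for no effect and reference control for full effect; nearly all actives have a fitted effect of over 55% in size; some results filed as inactive show a strong effect at the top dose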
#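 Yeast expressing FUS under galactose induction, OD 0.005 in 2% galactose medium; compounds in a dilution series, 24 h at 30C. Growth rescue by absorbance at 600 nm; CP55940 positive control, DMSO negative.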
# EPAC1 ag = activates human EPAC1 exchange factor. O95398. EPAC1 agonist qHTS, biochemical assay; response scale: 100% = response to 6.5 mM cAMP. Potency, µM (top dose mostly 154 µM), without a hit: top-dose activation, most hits filed as activators. actives 0.073% (n = 360,000); also: potency is read from the fitted curve at half-maximal effect; nearly all actives have a fitted effect of over 60% in size
#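 Fluorescent GDP-exchange assay: 100 nM EPAC1 with 250 nM Rap1B preloaded with BODIPY-GDP and 50 uM GDP; compounds tested as concentration series, 5 min at room temperature, then read every 5 min for 30 min (ex 480/em 540 nm); normalized to 6.5 mM cAMP.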
# WRN inhibitor = inhibitors of human WRN helicase; WRN helicase unwinding, fluorescent forked duplex, kinetic; actives 0.46% (n = 360,000); AID 651768; Q14191; Potency, µM (titrated, usually from 114 µM), inactives show top-dose activity change, negative = inhibition, most hits filed as inhibitors; also: potency is read from the fitted curve at half-maximal effect; % is scaled to controls: 0 for no effect and ±100 for the full control effect; nearly all actives have a fitted effect of over 55% in size
#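 Kinetic fluorescence helicase assay: unwinding of a quenched forked DNA duplex (100 nM final) with 2 mM ATP final raises red fluorescence (525/598 nm). Compounds sat 15 min at room temperature with 20 nM WRN beforehand.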
# PLK1 PBD inh = inhibitors of human PLK1 polo-box domain binding | actives 2.8% (n = 360,000) | P53350 | Potency, µM, inactives show max response, negative = inhibition, most hits filed as inhibitors | Plk1 PBD binding of FITC phosphopeptide, fluorescence polarization; also: potency is read from the fitted curve at half-maximal effect; series mostly up to about 57 µM; % is scaled to controls: 0 for no effect and ±100 for the full control effect; nearly all actives have a fitted effect of over 65% in size
# Target sequence (P53350 whole entry, looked up, the tested form may be a part): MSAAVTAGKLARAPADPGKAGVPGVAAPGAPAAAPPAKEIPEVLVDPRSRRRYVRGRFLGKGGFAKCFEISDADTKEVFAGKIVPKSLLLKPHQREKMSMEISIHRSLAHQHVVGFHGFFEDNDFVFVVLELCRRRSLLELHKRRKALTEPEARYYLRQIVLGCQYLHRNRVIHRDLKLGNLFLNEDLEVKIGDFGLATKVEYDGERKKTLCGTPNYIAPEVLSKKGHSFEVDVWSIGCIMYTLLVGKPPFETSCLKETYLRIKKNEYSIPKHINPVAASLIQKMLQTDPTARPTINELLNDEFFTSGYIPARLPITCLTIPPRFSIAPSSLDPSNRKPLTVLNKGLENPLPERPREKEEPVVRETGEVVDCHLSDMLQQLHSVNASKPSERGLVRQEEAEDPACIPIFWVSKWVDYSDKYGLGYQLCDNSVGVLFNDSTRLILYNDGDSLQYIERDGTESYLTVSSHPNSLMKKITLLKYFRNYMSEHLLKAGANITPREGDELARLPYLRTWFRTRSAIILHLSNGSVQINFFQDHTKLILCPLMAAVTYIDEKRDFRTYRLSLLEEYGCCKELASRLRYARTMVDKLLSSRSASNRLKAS
# The depositor's hits bear a star; u = inconclusive; x = not tested or not shown; & = joins results of further samples; [ ] = dose if it differs, or a comment. Unless noted, calls follow the shape of the dose curve; as a rule, active = well fitted curve in the direction sought with a large enough effect; inconclusive = small, poorly fitted or top-dose-only effect, or another doubt; inactive = no such curve, though single readings can be large; an effect the other way counts as inactive or inconclusive.
SMILES,Abeta yeast res,PI5P4K alpha inh,EPAC1 antag,IL2 activator,FUS yeast rescue,EPAC1 ag,WRN inhibitor,PLK1 PBD inh
CCOn1c(=O)c(-c2ccc(F)cc2)[n+]([O-])c2ccccc21,-26%,-5,-12%,-1.5,-35%,-1%,4%,4%
Cc1ccc(C(=O)OC(C)C(=O)NC2CCCCC2C)cc1S(=O)(=O)N1CCOCC1 (stereo unspecified),8%,-2,-11%,-0.6,x,0%,-11%,4%
O=C(CS(=O)CC(=O)Nc1ccc(Cl)cc1)NCC1OCCc2ccccc21 (stereo unspecified),1%,1,-11%,2.5,22%,3%,-32%,-18%
COCCN(C(=O)COC(=O)Cc1ccc(Cl)cc1)c1c(N)n(Cc2ccccc2)c(=O)[nH]c1=O,-2%,-3,1%,-3.3,-1%,-1%,-3%,3%
Cc1cccc(C)c1OCc1cc(C(=O)N2CCN(Cc3nccn3C)CC2)no1,-11%,-6,0%,-2.1,5%,-13%,3%[57.1 µM],0%
COc1ccc(CNCCC(c2ccc(OC(C)C)cc2)c2ccccc2OC)cc1 (stereo unspecified),4%,2,u,-5.3,30%,3%,-6%,-12%
CC1(C)CC(=O)C(CC2CCCCC2=O)C(=O)C1 (stereo unspecified),-10%,2,1%,0.5,-5%,3%,-2%,-13%
COCCN(CCOC)Cc1c(O)ccc2c1O/C(=C\c1ccco1)C2=O,-9%,-8,174%[activator],0.3,46%,-32%[inhibitor],2%[11.6 µM],u
COc1cc(SC)ccc1C(=O)NCCCOC(C)C,-9%,x,3%,0.8,10%,-6%,6%,-7%
COc1cc2c(cc1OC)CN(C(=O)c1ccc([N+](=O)[O-])o1)CC2,-85%[inhibitor],-9,-2%,-1.6,7%,5%,-10%,-14%
C/C(=C(\C#N)C(=O)NC1CCCCC1)N(C)C,-2%,-8,-7%,0.5,-17%,2%,6%,-10%
CCN=C1SC(CC(=O)Nc2ccc3c(c2)OCO3)C(=O)N1CC (stereo unspecified),-14%,-3,-25%,-2.3,16%,-14%,2%,-3%
O=c1c(/C=N/O)coc2ccc(Cl)cc12,-91%[inhibitor],-27,10%,-0.1,-4%,2%,-2%,1%
COc1ccc(Br)cc1S(=O)(=O)Nc1ccc(Cl)cn1,1%,-5,-1%,-0.5,-1%,6%,-28%,-9%
O=c1c2ccccc2nc(SCc2ccccc2)n1Cc1ccco1,4%,0,0%,-2.3,22%,4%,1%,-10%
CCOc1ccc(S(=O)(=O)N(C(=O)c2ccco2)c2cc3sc(=O)oc3c3ccccc23)cc1,12%,-58*,-1%,-0.5,u,-3%,u,u
CC(=O)N1CCC(N(CCN2CCOCC2)C(=S)Nc2cccc(C)c2)CC1,-24%,-1,-11%,1.9,x,-7%,1%,-6%
COc1cccc(NC(=O)COC(=O)c2ccccc2C(=O)N(C)c2ccccc2)c1,-3%,2,-15%,-4.4,x,18%,-7%,-5%
COC(=O)c1cc(S(=O)(=O)C(C)C)c(S(C)=O)s1 (stereo unspecified),-10%,1,-4%,1.6,4%,4%,0%,-1%
COc1ccc2[nH]c3c(c2c1)CCNC3=O,-24%,x,16%,0.5,-12%,1%,x,x
C=CCn1c(C2CCCCC2)n[nH]c1=S,27%,-9,-1%,0.1,-1%,-9%,1%,-15%
COc1ccccc1N1CCN(C(=O)c2cccc(NC3=NC4CS(=O)(=O)CC4S3)c2)CC1 (stereo unspecified),5%,4,13%,0.2,-1%,3%,-4%,-5%
O=C(CCCCCNC(=O)N1CCn2c1nc1ccccc12)NCCc1ccccc1,3%,0,-1%,-4.3,11%,11%,-10%,-15%
CCC(C)(C)n1nnnc1C(c1ccc(C)cc1)N1CCN(Cc2ccc3c(c2)OCO3)CC1 (stereo unspecified),17%,7,-1%,1.5,11%,1%,-1%,2%
CC(=O)Nc1ccc(C(=O)CSc2nnnn2C)cc1,-3%,4,1%,-1.2,4%,-7%,-8%,-5%
COc1cc(/C=N/Nc2nc(C)cc(=O)[nH]2)ccc1OC(=O)c1cccnc1,-11%,-2,3%,-0.5,3%,-4%,-4%,-5%
COc1cc(/C=C2/C(=O)NN(c3cccc(Cl)c3)C2=O)cc(Br)c1O,28%,-54*,-23%,0.4,-3%,-1%,-5%[11.6 µM],u
COC(=O)c1cccc(C23CC4(C2)[C@H](CN(Cc2ccc(C(F)(F)F)cc2)[C@@H]4c2ccccc2)C3c2ccc(C(F)(F)F)cc2)c1 (stereo partly specified),-7%,1,-1%,0.8,27%,-16%,-2%,-8%
O=c1[nH]c(SCc2n[nH]c(=S)n2-c2ccccc2)nc2ccccc12,8%,-16,-5%,-1.4,-17%,6%,-33%[57.1 µM],-13%
O=C(NNc1ccc([N+](=O)[O-])cc1[N+](=O)[O-])C1C2CCCCC21 (stereo unspecified),-6%,-1,18%,-1.3,-13%,7%,0%,-9%
O=C(CCC(=O)c1ccc(Br)cc1)Nc1cccnc1,10%,0,-3%,0.6,-35%,-2%,-1%,5%
COCCCNC(=O)C1CCC(CNS(=O)(=O)c2ccc(OC)cc2)CC1 (stereo unspecified),27%&-1%,-2,1%,0.3,-1%&-7%,12%,2%,-17%
CCCCCCC(=O)N(O)C1CC(=O)N(c2ccc(Br)cc2)C1=O (stereo unspecified),-90%[inhibitor],x,11%,-4.2,28%,-2%,0%,u
c1ccc(-c2cnn3c(-c4ccccc4)c(-c4ccccc4)nc3n2)cc1,3%,-2,65%[activator],-0.6,x,13µM*,-4%,65%[activator]
C=CCN(CC=C)CC(O)CN(c1cc([N+](=O)[O-])ccc1OC)S(=O)(=O)c1ccccc1 (stereo unspecified),-3%,10,-19%,-0.4,18%,-4%,3%,-1%
CCCCCn1nnnc1C1c2ccccc2C(=O)N1Cc1ccco1 (stereo unspecified),5%,0,4%,0.8,2%,-6%,3%,-7%
O=P(O)(OCc1ccccc1)OCc1ccccc1,-20%,-2,-15%,-0.3,-17%,-27%,-1%,0%
COc1ccc(S(=O)(=O)N2CCOCC2)cc1C(C)C,5%,x,0%,-1.8,8%,-3%,0%,-4%
O=C(C[C@H]1C/C=C/CC[C@H](Cc2ccc(F)cc2)C(=O)O[C@H](c2ccccc2)CNC1=O)NCCO,-7%,1,-13%,-0.1,19%,-14%,-1%,-8%
CCOCCCn1c(SCC(=O)NC2CCCC2)nc2ccccc2c1=O,14%,7,-20%,-3.7,1%,-2%,-1%,27µM*

# Just EPAC1 ag and PLK1 PBD inh (4 entries from above):
structure	EPAC1 ag	PLK1 PBD inh
O=P(O)(OCc1ccccc1)OCc1ccccc1	-27%	0%
COc1ccc(S(=O)(=O)N2CCOCC2)cc1C(C)C	-3%	-4%
O=C(C[C@H]1C/C=C/CC[C@H](Cc2ccc(F)cc2)C(=O)O[C@H](c2ccccc2)CNC1=O)NCCO	-14%	-8%
CCOCCCn1c(SCC(=O)NC2CCCC2)nc2ccccc2c1=O	-2%	27µM*

# Carrying on.
SMILES,Abeta yeast res,PI5P4K alpha inh,EPAC1 antag,IL2 activator,FUS yeast rescue,EPAC1 ag,WRN inhibitor,PLK1 PBD inh
COc1ccc(Cl)cc1N(CC(=O)NCC(C)C)S(=O)(=O)c1ccc(C)c([N+](=O)[O-])c1,-3%,2,-10%,-1.8,-3%,-6%,8%,-1%
Cc1ccccc1NC(=O)Nc1c(C)n(C)n(-c2ccccc2)c1=O,-12%,2,-19%,-0.1,10%,6%,-10%,-2%
O=C(CSC1=NC(=O)C(c2ccccc2)C(=O)N1)Nc1ccccc1[N+](=O)[O-] (stereo unspecified),10%,-22,-14%,-0.6,16%,20%,-10%[11.6 µM],u
CCCC(=O)N1CC2(CCC)CN(C(=O)CCC)CC(CCC)(C1)C2=O,-6%,2,3%,0.0,-11%,-1%,-5%,-10%
O=C(NCCc1ccccc1)c1n[nH]c(=O)c2ccccc12,0%,-17,0%,1.8,35%,11%,-35%,-24%
COCOc1cccc(CN2CCC2(C)C(=O)NCCNC(C)=O)c1 (stereo unspecified),-13%,0,-14%,0.3,-13%,-1%,-5%,-7%
COc1ccc(C(=O)C2CCN(CC(=O)NCc3ccccc3)CC2)cc1,-11%,-4,-21%,1.5,16%,0%,u,-10%
O=C(c1cccc(C(F)(F)F)c1)N1CCC(O)(CS(=O)(=O)Cc2ccc(Cl)cc2)CC1,0%,x,-10%,-3.5,10%,-10%,6%,-7%
COc1ccc(C(CNC(=O)c2oc3ccc(F)cc3c2C)N2CCCCC2)cc1 (stereo unspecified),16%,25,3%,-2.8,12%,-4%,1%,5%
N#CC(C#N)=c1ccc2c(c1)N1C3=C(CCCC3)CC3CCCCC31N=2 (stereo unspecified),-18%,-10,-2%,-0.3,-16%,9%,-31%,-10%
CCC(=O)N1CCCC(C(=O)NCc2ccc(C(C)C)cc2)CC1 (stereo unspecified),-7%,14,-2%,0.0,-4%,-5%,-1%,-1%
COc1ccc(/C=C(\C#N)C(=O)NCCCn2ccnc2)cc1,-4%,3,u,-3.8,10%,-18%,-7%,-10%

# Given as labelled records: part of the list above
Cc1ccccc1NC(=O)Nc1c(C)n(C)n(-c2ccccc2)c1=O
  Abeta yeast res = -12%
  PI5P4K alpha inh = 2
  EPAC1 antag = -19%
  IL2 activator = -0.1
  FUS yeast rescue = 10%
  EPAC1 ag = 6%
  WRN inhibitor = -10%
  PLK1 PBD inh = -2%
O=C(CSC1=NC(=O)C(c2ccccc2)C(=O)N1)Nc1ccccc1[N+](=O)[O-] (stereo unspecified)
  Abeta yeast res = 10%
  PI5P4K alpha inh = -22
  EPAC1 antag = -14%
  IL2 activator = -0.6
  FUS yeast rescue = 16%
  EPAC1 ag = 20%
  WRN inhibitor = -10%[11.6 µM]
  PLK1 PBD inh = u
CCCC(=O)N1CC2(CCC)CN(C(=O)CCC)CC(CCC)(C1)C2=O
  Abeta yeast res = -6%
  PI5P4K alpha inh = 2
  EPAC1 antag = 3%
  IL2 activator = 0.0
  FUS yeast rescue = -11%
  EPAC1 ag = -1%
  WRN inhibitor = -5%
  PLK1 PBD inh = -10%
O=C(NCCc1ccccc1)c1n[nH]c(=O)c2ccccc12
  Abeta yeast res = 0%
  PI5P4K alpha inh = -17
  EPAC1 antag = 0%
  IL2 activator = 1.8
  FUS yeast rescue = 35%
  EPAC1 ag = 11%
  WRN inhibitor = -35%
  PLK1 PBD inh = -24%
